IDE cell inh – human IDE inhibitors in live cells, primary screen, fluorescence polarization, HEK cells, FAbetaB substrate; FAbetaB cleavage; inhibition, % at 5.59 µM; 0.41% of 320,000 active;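 active = percent inhibition above the average of all tested compounds plus 3 SD, set per screening campaign, cut at about 16% in these data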;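 also: IDE supplied by intact live HEK cells; FP after avidin binding of uncleaved biotin substrate so inhibition keeps polarization high; 0% = DMSO wells and 100% = 60 µM reference IDE inhibitor Ii1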
Target sequence (P14735 whole entry, looked up): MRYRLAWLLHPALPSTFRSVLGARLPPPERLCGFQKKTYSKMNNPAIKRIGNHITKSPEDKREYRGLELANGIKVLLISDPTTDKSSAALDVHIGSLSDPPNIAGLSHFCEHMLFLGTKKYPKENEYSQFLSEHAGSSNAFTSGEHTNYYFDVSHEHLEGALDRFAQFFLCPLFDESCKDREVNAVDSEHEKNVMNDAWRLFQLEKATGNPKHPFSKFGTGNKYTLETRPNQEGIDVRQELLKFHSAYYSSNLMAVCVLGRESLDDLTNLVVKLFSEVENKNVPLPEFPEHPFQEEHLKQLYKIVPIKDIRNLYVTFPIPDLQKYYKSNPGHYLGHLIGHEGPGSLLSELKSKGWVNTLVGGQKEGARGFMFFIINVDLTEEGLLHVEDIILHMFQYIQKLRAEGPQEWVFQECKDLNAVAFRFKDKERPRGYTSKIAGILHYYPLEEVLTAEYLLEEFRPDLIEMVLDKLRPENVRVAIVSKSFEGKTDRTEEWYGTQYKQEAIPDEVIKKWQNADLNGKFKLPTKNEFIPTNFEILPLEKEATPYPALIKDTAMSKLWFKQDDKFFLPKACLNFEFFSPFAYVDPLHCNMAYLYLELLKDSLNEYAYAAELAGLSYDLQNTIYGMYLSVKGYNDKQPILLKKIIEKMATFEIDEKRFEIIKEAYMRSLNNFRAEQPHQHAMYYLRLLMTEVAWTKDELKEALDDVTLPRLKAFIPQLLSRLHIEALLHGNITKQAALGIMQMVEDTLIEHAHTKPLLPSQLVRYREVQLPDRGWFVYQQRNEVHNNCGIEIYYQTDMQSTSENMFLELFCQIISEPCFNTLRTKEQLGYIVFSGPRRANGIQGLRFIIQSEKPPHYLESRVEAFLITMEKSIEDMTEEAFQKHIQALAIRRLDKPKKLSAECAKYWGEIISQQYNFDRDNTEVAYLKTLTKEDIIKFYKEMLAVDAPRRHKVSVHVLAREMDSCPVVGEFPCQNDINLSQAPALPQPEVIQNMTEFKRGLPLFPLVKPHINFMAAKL
IDE act – human IDE activators in live cells, primary screen, fluorescence polarization, HEK cells, FAbeta-B substrate; FAbeta-B cleavage; 0% vehicle, 100% cell-free pure enzyme wells; Insulin-degrading enzyme (Homo sapiens), P14735; 0.073% of 340,000 active; activation, % at 5.96 µM; AID 493087, 2011;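 active = activation above the mean of all tested compounds plus 3 SD, set per screening campaign, cut at about 17% in these data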
* marks the source's active call; other numbers are inactive results. The list is partial. The share of hits here may be higher or lower than overall.

SMILES	IDE cell inh	IDE act
COC(=O)C1=C(c2cccc3c2S(=O)(=O)c2ccccc2-3)C[C@@H]2CC[C@H]1N2C(=O)N1CCc2cc(OC)c(OC)cc2C1	2	1
COC(=O)C1=C(c2ccc(OC)c(OC)c2)C[C@@H]2CC[C@H]1N2C(=O)NCCOc1ccccc1	-1	-2
COC(=O)C1=C(c2c(C)noc2C)C[C@@H]2CC[C@H]1N2C(=O)N1CCC(O)CC1	-6	1
COC(=O)C1=C(c2ccc(F)cc2OCc2ccccc2)C[C@@H]2CC[C@H]1N2C(=O)NCCc1ccc(F)cc1	2	1
Cc1ccc2c(c1)C1C[N+](C)(CC(=O)c3ccc(Cl)cc3Cl)CCC1N2C(=O)c1ccc(F)cc1 (stereo unspecified)	-2	-2
Cc1cccc(NC(=O)COC(=O)c2cc(C)n(C3CC3)c2C)c1	-2	-1
CC(=O)OC(C)(C)/C=C/C(=O)[C@](C)(O)C1[C@H](O)C[C@@]2(C)C3CC=C4C(C[C@H](O)C(=O)C4(C)C)[C@]3(C)C(=O)C[C@]12C (stereo partly specified)	-3	3
COC(=O)C1=C(c2cccc(OCc3ccccc3)c2)C[C@@H]2CC[C@H]1N2C(=O)NCc1ccc(C(F)(F)F)cc1	2	0
COc1c2c(cc3c1OCO3)CCN(C)C2	8	3
NCc1cc(=O)[nH]o1	5	-2
COC(=O)C1=C(c2ccc(F)cc2OCc2ccccc2)C[C@@H]2CC[C@H]1N2C(=O)NCc1ccc(F)cc1	2	2
COC(=O)C1=C(c2c(C)noc2C)C[C@@H]2CC[C@H]1N2C(=O)N1CCC(O)(c2ccc(Cl)cc2)CC1	5	0
COC(=O)C1=C(c2c(C)noc2C)C[C@@H]2CC[C@H]1N2C(=O)N1CCOCC1	2	-5
COC(=O)C1=C(c2ccc(OC(F)(F)F)cc2)C[C@@H]2CC[C@H]1N2C(=O)NCC1CC1	-5	3
COC(=O)C1=C(c2ccc(Cl)c(C(F)(F)F)c2)C[C@@H]2CC[C@H]1N2C(=O)NCc1ccc2c(c1)OCO2	-1	0
COC(=O)C1=C(c2ccccc2OCc2ccccc2)C[C@@H]2CC[C@H]1N2C(=O)NCc1ccc(OC)c(OC)c1	0	2
Cc1sc2ccccc2c1CC1=NCCN1	9	6
CCCC[C@@H](C)C[C@@H](C)C(=O)N(C)[C@@H](CC(C)C)C(=O)N[C@H](C(=O)N(C)[C@H](C(=O)N1C[C@@H](O)C[C@H]1C(=O)N1C(=O)C=C[C@@H]1C)C(C)C)C(C)OC(C)=O (stereo partly specified)	-2	3
CC(CC(C#N)(c1ccccc1)c1ccccc1)N(C)C (stereo unspecified)	8	-2
O=[N+]([O-])c1cc([As](=O)(O)O)ccc1O	2	0
Cc1nc2ccsc2c(=O)n1-c1ccccc1Cl	2	3
C[C@]12C[C@@H](O)[C@H](O)CC1=CCC1C2CC[C@]2(C)C(=O)CCC12 (stereo partly specified)	-4	2
O=c1cccc2n1CC1CNC[C@H]2C1	1	8
COC(=O)C1=C(c2ccc(F)cc2OCc2ccccc2)C[C@@H]2CC[C@H]1N2C(=O)NCc1ccc2c(c1)OCO2	4	5
COC(=O)C1=C(c2ccc(Cl)c(C(F)(F)F)c2)C[C@@H]2CC[C@H]1N2C(=O)N1CCOCC1	-2	-1
CC1(O)CCN2C(=O)CCc3cccc1c32 (stereo unspecified)	-5	-3
O=C1/C(=C/c2ccccc2)C[C@@]2(O)[C@H]3Cc4ccc(O)c5c4[C@@]2(CCN3CC2CC2)C1O5 (stereo partly specified)	8	0
BrCC(Br)(Br)Br	2	3
COC(=O)C1=C(c2ccc(Cl)c(C(F)(F)F)c2)C[C@@H]2CC[C@H]1N2C(=O)NCCO	-1	1
N[C@@H]1C[C@H]1c1ccccc1	0	4
CC[C@H](C)/C=C(C)/C=C/C1=CC2=C(Cl)C(=O)[C@](C)(OC(C)=O)C(=O)C2=CO1	4	5
COC(=O)C1=C(c2cccc(OCc3ccccc3)c2)C[C@@H]2CC[C@H]1N2C(=O)NCc1ccccc1C(F)(F)F	-2	8
COC(=O)C1=C(c2ccc(C(C)=O)cc2)C[C@@H]2CC[C@H]1N2C(=O)N1CCC(O)(c2ccc(Cl)cc2)CC1	4	3
COC(=O)C1=C(c2cccc(C#N)c2)C[C@@H]2CC[C@H]1N2C(=O)NCCOc1ccccc1Cl	2	2
CN(C(=O)Cc1ccc(Cl)c(Cl)c1)C(CN1CCCC1)c1cccc(OCC(=O)O)c1 (stereo unspecified)	4	2
O=[N+]([O-])c1cccc(O)c1	7	7
COC(=O)C1=C(c2cccc(C#N)c2)C[C@@H]2CC[C@H]1N2C(=O)NCCO	1	0
COC(=O)C1=C(c2ccc(OC)c(OC)c2)C[C@@H]2CC[C@H]1N2C(=O)N1CCOCC1	6	1
O=C(O)c1cc[c]([Hg][Cl])cc1	96*	-61
COC(=O)C1=C(c2cc3ccccc3s2)C[C@@H]2CC[C@H]1N2C	-5	3
C=CCc1ccc(OC)cc1	3	1
CN1CCC23c4c5ccc(O)c4O[C@@H]2[C@H](O)C=CC3C1C5 (stereo partly specified)	4	7
CCCCc1ccc(C(=O)O)nc1	2	4
CC(=O)OC1CC[C@@]2(C)C(=CC(=O)C3C4CCC(OC(C)=O)[C@@]4(C)CCC32)C1 (stereo partly specified)	-2	6
CC(C)=CCN1CC[C@@]2(C)c3cc(O)ccc3CC1C2C (stereo partly specified)	3	5
COC(=O)C1=C(c2cccc(C#N)c2)C[C@@H]2CC[C@H]1N2C(=O)N1CCCC1	6	0
CCCC[n+]1cc(=N)o[n-]1	3	0
CCS(=O)(=O)Nc1cccc(C(=C2CCCCC2)c2cnc[nH]2)c1	-3	0
COC(=O)C1=C(c2cccc(OCc3ccccc3)c2)C[C@@H]2CC[C@H]1N2C(=O)NCc1cc(C)oc1C(F)(F)F	6	4
COC(=O)C1=C(c2ccc(Cl)c(C(F)(F)F)c2)C[C@@H]2CC[C@H]1N2C(=O)NCCOc1ccc(OC)cc1	-1	4

Two entries from above, bar-delimited:
Molecule | IDE cell inh | IDE act
COC(=O)C1=C(c2c(C)noc2C)C[C@@H]2CC[C@H]1N2C(=O)N1CCC(O)(c2ccc(Cl)cc2)CC1 | 5 | 0
COC(=O)C1=C(c2ccc(C(C)=O)cc2)C[C@@H]2CC[C@H]1N2C(=O)N1CCC(O)(c2ccc(Cl)cc2)CC1 | 4 | 3

The results go on.
SMILES	IDE cell inh	IDE act
COC(=O)C1=C(c2ccc(F)cc2OCc2ccccc2)C[C@@H]2CC[C@H]1N2C(=O)NCc1ccc(C(C)(C)C)cc1	-2	3
COC(=O)C1=C(c2ccc(OC(F)(F)F)cc2)C[C@@H]2CC[C@H]1N2C(=O)NCc1cc(C)oc1C(F)(F)F	6	0
C[C@]12CC[C@H](O)C[C@H]1CC[C@@H]1[C@@H]2C[C@@H](O)[C@]2(C)[C@@H](C3=CC(=O)OC3)CC[C@]12O	4	8
COC(=O)C1=C(c2cccc(C#N)c2)C[C@@H]2CC[C@H]1N2C(=O)N1CCC(O)CC1	5	-3
CCOC(=O)c1ccccc1N	5	-1
CCCCOC(=O)c1ccccc1C(=O)OCCCC	-2	2
Cc1cc[n+](Cc2ccccc2)cc1	-6	2
C[C@@H]1O[C@@H](O[C@H]2C[C@@H](O)[C@]3(CO)[C@@H]4C(CC[C@]3(O)C2)[C@@]2(O)CC[C@H](C3COC(=O)C3)[C@@]2(C)C[C@H]4O)[C@H](O)[C@H](O)[C@H]1O (stereo partly specified)	0	6
CC(C)(C)NC(=O)CN1CCCN(C(=O)COc2ccc(Cl)c3ccccc23)CC1	5	-6
C#C[C@]1(O)CC[C@H]2[C@@H]3CCC4=Cc5nc6nc7ccccc7n6cc5C[C@]4(C)[C@H]3CC[C@@]21C	3	-1
CC1=NN=C(c2ccc(N)cc2)c2cc3c(cc2C1)OCO3	-1	4
CCN(CC)C(=O)c1ccc(NC(=O)c2cc(S(=O)(=O)N3CCCCCC3)ccc2OC)cc1	-4	3
COC(=O)C1=C(c2ccc3ccccc3c2)C[C@@H]2CC[C@H]1N2C	-2	3
C/C=C/CC#N	2	3
COC(=O)C1=C(c2ccc3ccccc3c2)C[C@@H]2CC[C@H]1N2C(=O)N1CCC(O)CC1	5	-2
Clc1cccc(Cl)c1Cl	0	6
N#CC(Br)Br	1	5
COC(=O)C1=C(c2ccc(-c3ccccc3)c(F)c2)C[C@@H]2CC[C@H]1N2C(=O)N1CCC(O)CC1	-3	-2
CC(=O)O[C@H]1CC[C@@]2(C)C(=CC[C@@H]3[C@@H]2CC[C@]2(C)C(=O)CC[C@@H]32)C1	-1	1
COC(=O)C1=C(c2c(C)noc2C)C[C@@H]2CC[C@H]1N2C(=O)N1CCCCC1	5	2
O=[N+]([O-])c1c2ccccc2cc2ccccc12	1	5
COC(=O)C1=C(c2cccc(OCc3ccccc3)c2)C[C@@H]2CC[C@H]1N2C(=O)NCCCc1ccccc1	-3	3
COc1cc(C(O)CN)ccc1O (stereo unspecified)	0	9
O=C(NCNC(=O)NC1C(=O)NC(=O)N1CO)NC1C(=O)NC(=O)N1CO (stereo unspecified)	3	10
OC[C@H]1O[C@@H](n2cnc3cc(Cl)c(Cl)cc32)[C@H](O)[C@@H]1O	7	0
Cc1ccccc1O	5	-1
CC[C@H](OC(C)=O)C(C[C@H](C)N(C)C)(c1ccccc1)c1ccccc1	5	0
COC(=O)C1=C(c2ccc3ccccc3c2)C[C@@H]2CC[C@H]1N2C(=O)NC(C)C	-2	3
CN/C=C(/Cl)P(=O)(OC(C)C)OC(C)C	3	9
NCCc1ccc(OCc2ccccc2)c(OCc2ccccc2)c1	1	3

Arranged by SMILES length (low to high): part of the list above.
SMILES	IDE cell inh	IDE act
C/C=C/CC#N	2	3
Clc1cccc(Cl)c1Cl	0	6
COc1cc(C(O)CN)ccc1O (stereo unspecified)	0	9
CN/C=C(/Cl)P(=O)(OC(C)C)OC(C)C	3	9
O=[N+]([O-])c1c2ccccc2cc2ccccc12	1	5
NCCc1ccc(OCc2ccccc2)c(OCc2ccccc2)c1	1	3
CC1=NN=C(c2ccc(N)cc2)c2cc3c(cc2C1)OCO3	-1	4
COC(=O)C1=C(c2ccc3ccccc3c2)C[C@@H]2CC[C@H]1N2C	-2	3
O=C(NCNC(=O)NC1C(=O)NC(=O)N1CO)NC1C(=O)NC(=O)N1CO (stereo unspecified)	3	10
CC(C)(C)NC(=O)CN1CCCN(C(=O)COc2ccc(Cl)c3ccccc23)CC1	5	-6
OC[C@H]1O[C@@H](n2cnc3cc(Cl)c(Cl)cc32)[C@H](O)[C@@H]1O	7	0
COC(=O)C1=C(c2c(C)noc2C)C[C@@H]2CC[C@H]1N2C(=O)N1CCCCC1	5	2
COC(=O)C1=C(c2ccc3ccccc3c2)C[C@@H]2CC[C@H]1N2C(=O)NC(C)C	-2	3
CCN(CC)C(=O)c1ccc(NC(=O)c2cc(S(=O)(=O)N3CCCCCC3)ccc2OC)cc1	-4	3
COC(=O)C1=C(c2ccc3ccccc3c2)C[C@@H]2CC[C@H]1N2C(=O)N1CCC(O)CC1	5	-2
COC(=O)C1=C(c2cccc(OCc3ccccc3)c2)C[C@@H]2CC[C@H]1N2C(=O)NCCCc1ccccc1	-3	3
COC(=O)C1=C(c2ccc(-c3ccccc3)c(F)c2)C[C@@H]2CC[C@H]1N2C(=O)N1CCC(O)CC1	-3	-2
CC(=O)O[C@H]1CC[C@@]2(C)C(=CC[C@@H]3[C@@H]2CC[C@]2(C)C(=O)CC[C@@H]32)C1	-1	1
C#C[C@]1(O)CC[C@H]2[C@@H]3CCC4=Cc5nc6nc7ccccc7n6cc5C[C@]4(C)[C@H]3CC[C@@]21C	3	-1

Next section.
SMILES	IDE cell inh	IDE act
Nc1ccc([N+](=O)[O-])cc1	2	6
COC(=O)C1=C(c2c(C)noc2C)C[C@@H]2CC[C@H]1N2C(=O)N1CCC(C)CC1	1	3
COC(=O)[C@@H]1C(OC(=O)c2ccccc2)CC2CCC1N2C (stereo partly specified)	7	4
COc1cc2c(cc1O)C[C@H]1c3c(cc(O)c(OC)c3-2)CCN1C	2	7
COC(=O)C1=C(c2cccc(OCc3ccccc3)c2)C[C@@H]2CC[C@H]1N2C(=O)NCc1ccc(OC)cc1	2	6
COC(=O)C1=C(c2ccc(-c3ccccc3)c(F)c2)C[C@@H]2CC[C@H]1N2C(=O)NCCO	3	-3
COc1cc2c(cc1OC)[C@H]1C(=O)c3ccc4c(c3O[C@H]1CO2)C[C@@H](C(C)(C)O)O4	1	3
C[C@]12CCC3C(CC[C@H]4C[C@H](OC(=O)c5cccnc5)CC[C@]34C)C1CCC2=O (stereo partly specified)	3	-5
C[N+]1(C)C2CC(OC(=O)C(CO)c3ccccc3)CC1C1OC12 (stereo unspecified)	-2	-1
CNC(C)Cc1ccccc1 (stereo unspecified)	1	3
CN1CCc2cccc(Cl)c2CC1	4	10
COC(=O)C1=C(c2ccc(OC(F)(F)F)cc2)C[C@@H]2CC[C@H]1N2C(=O)N1CCC(C)CC1	-3	2
COC(=O)C1=C(c2c(C)noc2C)C[C@@H]2CC[C@H]1N2C(=O)NCc1ccc(F)cc1	0	5
CN1C2CCC1C(C(=O)O)C(OC(=O)c1ccccc1)C2 (stereo unspecified)	4	0
COC(=O)C1=C(c2cccc(C#N)c2)C[C@@H]2CC[C@H]1N2C(=O)N1CCC(C)CC1	5	-3
Cc1noc(C)c1CSCC(=O)Nc1ccc(C#N)c(Cl)c1	0	2
Cc1ccc(S(=O)(=O)N(C)N=O)cc1	2	8
O=c1ccc2c(O)c3ccoc3cc2o1	0	2
C[C@@H]1CN(C2CCC(C#N)(c3ccc(F)cc3)CC2)CC[C@]1(C(=O)O)c1ccccc1 (stereo partly specified)	3	-2
C[C@]1(O)CCC2C3CC[C@@H]4CC(=O)CC[C@]4(C)C3CC[C@@]21C (stereo partly specified)	2	-5
C[C@]12CCC3C(CC[C@H]4C[C@@H](O)CC[C@]34C)C1C[C@@H](O)[C@]2(C)O (stereo partly specified)	4	3
Cc1ccc(N)cc1N	7	3
COC(=O)C1=C(c2ccc(OC(F)(F)F)cc2)C[C@@H]2CC[C@H]1N2C(=O)NCCOc1ccccc1Cl	3	1
